Screens as filed in PubChem BioAssay.
VIM-2 inh: inhibitors of Pseudomonas aeruginosa VIM-2 metallo-beta-lactamase; inhibition, % at 5.6 µM; purified VIM-2, nitrocefin hydrolysis, epi-absorbance fluorescence; AID 1527; 0.89% of 290,000 active;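 active = inhibition above the mean of all tested compounds plus 3 SD, cutoff set per screening run, cut at about 7.5% in these data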;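 also: red hydrolysis product quenches plate fluorescence so inhibitors raise well fluorescence; 0% = enzyme with DMSO and 100% = DMSO without enzyme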
PfM18AAP inh: blocks P. falciparum M18 aspartyl aminopeptidase | AID 1822 | 1.2% of 290,000 active | recombinant PfM18AAP, H-Glu-NHMec fluorogenic cleavage | inhibition, % at 7.35 µM;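 active = inhibition above the campaign mean inhibition over all tested compounds plus 3 SD, cut at about 28% in these data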;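 also: 0% = plate median of test compound wells and 100% = 2 mM ZnCl2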
IDE act: activators of human insulin-degrading enzyme in cells; P14735; 0.073% of 340,000 active; AID 493087; activation, % at 5.96 µM; HEK cells, FAbeta-B cleavage, fluorescence polarization; 0% vehicle, 100% cell-free pure enzyme wells;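 active = activation above the mean of all tested compounds plus 3 SD, set per screening campaign, cut at about 17% in these data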
Target sequence (P14735 whole entry, looked up): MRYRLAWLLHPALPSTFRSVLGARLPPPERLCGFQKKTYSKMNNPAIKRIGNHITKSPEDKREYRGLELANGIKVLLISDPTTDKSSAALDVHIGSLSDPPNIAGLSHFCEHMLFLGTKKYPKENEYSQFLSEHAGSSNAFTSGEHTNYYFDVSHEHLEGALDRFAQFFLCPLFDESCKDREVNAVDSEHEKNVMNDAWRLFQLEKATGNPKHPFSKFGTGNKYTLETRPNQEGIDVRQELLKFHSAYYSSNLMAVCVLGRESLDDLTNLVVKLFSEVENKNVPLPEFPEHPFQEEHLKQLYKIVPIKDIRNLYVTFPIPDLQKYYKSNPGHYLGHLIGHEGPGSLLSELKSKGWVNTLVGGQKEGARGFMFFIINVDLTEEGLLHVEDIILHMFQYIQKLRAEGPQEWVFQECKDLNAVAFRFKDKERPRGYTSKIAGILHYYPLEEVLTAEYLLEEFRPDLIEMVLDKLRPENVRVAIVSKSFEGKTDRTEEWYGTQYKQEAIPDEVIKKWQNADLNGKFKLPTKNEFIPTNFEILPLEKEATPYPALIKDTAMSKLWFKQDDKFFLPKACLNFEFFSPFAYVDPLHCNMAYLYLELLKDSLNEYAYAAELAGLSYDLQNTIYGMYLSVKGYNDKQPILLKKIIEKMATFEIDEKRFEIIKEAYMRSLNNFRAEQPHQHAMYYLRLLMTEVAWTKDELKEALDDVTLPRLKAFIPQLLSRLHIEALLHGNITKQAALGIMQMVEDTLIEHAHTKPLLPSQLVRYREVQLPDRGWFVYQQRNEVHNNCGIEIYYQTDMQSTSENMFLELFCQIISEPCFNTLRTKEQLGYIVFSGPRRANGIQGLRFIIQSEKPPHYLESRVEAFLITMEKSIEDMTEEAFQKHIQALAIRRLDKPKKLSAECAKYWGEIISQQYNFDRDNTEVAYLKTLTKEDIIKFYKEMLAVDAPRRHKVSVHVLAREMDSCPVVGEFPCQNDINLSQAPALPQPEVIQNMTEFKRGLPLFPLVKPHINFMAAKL
IDE inh: inhibits human insulin-degrading enzyme in HEK cells; FAbetaB cleavage, fluorescence polarization; inhibition, % at 5.59 µM; 0.41% of 320,000 active; AID 434962;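 active = percent inhibition above the average of all tested compounds plus 3 SD, set per screening campaign, cut at about 16% in these data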;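 also: IDE supplied by intact live HEK cells; FP after avidin binding of uncleaved biotin substrate so inhibition keeps polarization high; 0% = DMSO wells and 100% = 60 µM reference IDE inhibitor Ii1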
IMP-1 inhibitor: blocks Pseudomonas aeruginosa IMP-1 metallo-beta-lactamase; purified IMP-1, nitrocefin hydrolysis, epi-absorbance fluorescence; inhibition, % at 5.6 µM; 0.45% of 290,000 active;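 active = inhibition above the mean plus 3 SD of all compounds in the same screening run, cut at about 4.5% in these data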;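 also: 0% = IMP-1 with DMSO and 100% = DMSO wells lacking enzyme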
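Assay system: purified IMP-1; Quantity: IMP-1 0.2 nM before substrate addition; Medium: HEPES buffer pH 7.1 with ZnSO4 and Brij 35; Incubation: 15 min enzyme–compound preincubation, then 25 min nitrocefin reaction, 25 °C; Signal: fluorescence quenching readout, ex 480/em 530 nm; Controls: DMSO with and without IMP-1; Repeats: singlicate testing.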
FID counter: displaces DNA intercalator in HCV helicase counter-screen; inhibition, % at 7.9 µM; AID 1845; 0.17% of 290,000 active; DNA fluorescent intercalator displacement, fluorescence; in the data active = inhibition above about 37%;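 also: 0% = vehicle and 100% = reference compound; higher means more ethidium bromide displaced from hairpin DNA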
UBC9 SUMO inh: blocks human SUMOylation mediated by UBC9 | P63279 | HTRF SUMOylation assay, SAE1/SAE2 + UBC9, in vitro | inhibition, % at 35 µM | 0.36% of 290,000 active | AID 2006; in the data active = inhibition above about 50%, passing the limit was not always enough; also: strong numbers were not always called active
HCV NS3 hel inh: blocks Hepatitis C virus NS3 helicase unwinding; 0.56% of 290,000 active; inhibition, % at 10.9 µM; AID 1800; NS3 helicase DNA unwinding, Cy5 molecular beacon fluorescence;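 active = inhibition above the mean of all tested compounds plus 3 SD, set per campaign, cut at about 35% in these data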;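 also: 0% = DMSO wells and 100% = thioflavine S control wells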
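Compound dosing – single dose, 10.9 µM nominal final, DMSO 0.8% final · System – NS3 helicase fragment of HCV · Buffer or medium – MOPS pH 6.5, MgCl2, DTT, Tween20, BSA · Signal – Cy5 beacon fluorescence read at start and 1 h · Also added – annealed dual-labelled DNA beacon duplex, ATP-started · Schedule – 1 h at 25 °C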
p-CIP stab down: lowers stability of the mouse p/CIP coactivator protein; F442A p/CIP-EGFP cells, EGFP fluorescence, 16 h; decrease of EGFP signal, % at 10 µM; Q05BA5; 0.01% of 290,000 active; AID 1984;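 active = EGFP signal decrease of at least 30% at 10 µM or well 3 SD below plate mean, unless failing retest; inactive = the rest, including hits failing retest or dose response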; also: some compounds called inactive have numbers as strong as hits; many of its hits are not listed in these tables
* hit, by the source's call; . = no result given. An unsorted share of the library, and some 3.6% of all compounds hit somewhere here.

SMILES	VIM-2 inh	PfM18AAP inh	IDE act	IDE inh	IMP-1 inhibitor	FID counter	UBC9 SUMO inh	HCV NS3 hel inh	p-CIP stab down
CCOC(=O)CCNC(=O)N1CCC(CCC(=O)NCc2ccc(F)cc2)CC1	-2.3	-7	2	6	-3.9	-14	0	3	-3
CCOC(=O)C1=C(C)NC(=O)NC1c1cccc(O)c1 (stereo not given)	-0.2	0	6	-4	2.9	0	-6	-4	-15
COC(=O)c1ccc(NC(=O)C(=O)c2c[nH]c3ccccc23)cc1	-1.8	3	2	-1	-3.1	-11	7	10	10
COc1ccc(C)cc1S(=O)(=O)N1CCCC(C(=O)N2CCN(c3ccccc3F)CC2)C1 (stereo not given)	-1.9	-7	-5	12	0.5	-56	-2	15	-27
O=[N+]([O-])c1ccc(N2CCN(S(=O)(=O)c3ccccc3)CC2)c2cccnc12	-1.6	1	5	2	-1.1	-9	14	-6	-8
CCOc1ccc(CCNC(=O)COC(=O)Cn2cnc3ccccc3c2=O)cc1OCC	0.4	-4	1	3	-4.0	-24	11	-5	-7
COc1cccc(N2CCN(S(=O)(=O)c3ccc4c(c3)N(C(C)=O)CCO4)CC2)c1	1.6	0	5	4	-1.8	-35	7	-2	-7
CCn1c(CCNC(=O)c2ccccc2Cl)n[nH]c1=S	-0.3	0	5	6	-5.0	-3	11	0	-4
CCN1Cc2c(/C=C/c3ccccc3)nc3ccc(OC)cc3c2N(c2cccc(Cl)c2)C1	-0.9	1	3	0	0.9	-8	37	-25	-20
Cc1cc(C)c(/C([O-])=C(/C(=S)Nc2ccc(SC(F)F)cc2)[n+]2ccccc2)cc1C	-5.3	0	-2	-4	-1.1	-9	3	-16	1
CC(C)Cn1c(-c2ccc(Br)o2)n[nH]c1=S	2.4	13	-6	2	-2.9	-9	21	2	4
O=C(COc1ccc2c(-c3ccccc3)cc(=O)oc2c1)NCc1cccs1	-1.1	-4	2	6	-1.5	-12	-7	-6	-2
CCC(=O)c1cc2c(C)cc(=O)oc2c(C)c1OC(C)=O	-1.4	1	-1	-6	-1.0	-4	25	-12	7
CN(C)CCCN(C(=O)c1ccco1)c1nc2ccc(F)cc2s1	-1.2	-3	2	0	-1.6	6	-12	-1	-8
COc1ccc(OC)c(C(c2nnnn2Cc2ccccc2)N2CCC(C(N)=O)CC2)c1 (stereo not given)	-0.3	-1	-4	-6	-0.1	-29	-18	2	4
Cc1ccc(C(=O)NC2CC(C)(C)NC(C)(C)C2)cc1Cl	-2.4	0	7	1	-4.0	10	15	-9	-2
CNC(=O)COc1ccc(C=O)cc1OC	-0.6	-12	3	2	-2.5	-5	1	11	-13
CCOC(=O)/C(C#N)=C\C1=C(N2CCOCC2)CC(C)(C)OC1	-1.4	4	4	-4	-2.3	-13	6	8	3
O=C(C1CCCN(Cc2ccccc2[N+](=O)[O-])C1)N1CCCC1 (stereo not given)	-3.1	2	-3	.	-2.2	-4	-6	-2	3
Cc1c(C(=O)N2CCCC2)c(S(=O)(=O)Nc2ccccc2Cl)c(C)n1C	0.9	-4	3	-2	-1.2	-20	-11	-1	0

Overlap with the part before: three entries, then new ones.
SMILES	VIM-2 inh	PfM18AAP inh	IDE act	IDE inh	IMP-1 inhibitor	FID counter	UBC9 SUMO inh	HCV NS3 hel inh	p-CIP stab down
CCOC(=O)/C(C#N)=C\C1=C(N2CCOCC2)CC(C)(C)OC1	-1.4	4	4	-4	-2.3	-13	6	8	3
O=C(C1CCCN(Cc2ccccc2[N+](=O)[O-])C1)N1CCCC1 (stereo not given)	-3.1	2	-3	.	-2.2	-4	-6	-2	3
Cc1c(C(=O)N2CCCC2)c(S(=O)(=O)Nc2ccccc2Cl)c(C)n1C	0.9	-4	3	-2	-1.2	-20	-11	-1	0
N/C(=N\OC(=O)Nc1ccccc1)c1ccno1	-1.6	-5	.	5	-4.7	-1	10	-10	-7
COc1ccc(OCC(=O)C2CC2)c(C#N)c1	-2.1	-2	4	6	-4.0	-4	1	-3	-3
CC1(/[N+]([O-])=C/c2cccc(Cl)c2)CCCCC1=O (stereo not given)	0.3	-5	1	-7	-0.1	-3	22	1	-5
CCCCCCCc1nc2c(=O)n(C)c3ccccc3c2o1	-3.6	-7	5	-3	-5.0	-4	13	-2	2
CCCCC(=O)Nc1ccc(Br)cc1C(=O)O	-1.5	2	-2	2	-2.3	-4	16	8	-10
O=C(c1ccco1)N1CCN(c2ncnc3c(-c4ccc(Cl)cc4)nsc23)CC1	-0.9	-4	4	4	-1.2	-9	4	-6	-9
CC(C)(C)C1CCC(C(=O)Nc2nccs2)CC1 (stereo not given)	-1.4	-7	1	0	-5.7	-14	6	4	-13
CCS(=O)(=O)C1=NN2C(=N)/C(=C\c3ccc(OCCOc4cccc(OC)c4)c(OC)c3)C(=O)N=C2S1	-7.2	6	-3	4	-2.3	6	6	46*	-3
C/C(=N\NC(=O)c1cc2ccccc2cc1O)c1ccc2c(c1)OCO2	-0.8	11	5	1	-3.7	-11	23	28	-7
COCCNC(=O)c1ccc(CN2CCc3ccccc3C2)cc1	-0.1	-17	3	0	-3.4	0	-10	-11	-6
COc1cccc(-n2nnnc2SCC(=O)Nc2ccc3c(c2)OCCO3)c1	-2.4	-16	8	0	-6.2	1	19	0	2
CN(C1=NC(=O)CS1)c1ccc(O)cc1	-3.2	-3	2	3	-3.0	1	14	0	-7
CCOC(=O)c1ccccc1NC(=O)CN1CCC(n2nnc3cc(C(F)(F)F)ccc32)CC1	-0.6	-5	0	-2	-0.7	-6	7	9	-19
Cc1cc(C)cc(N(CC(=O)N2CCN(Cc3ccccc3)CC2)S(=O)(=O)c2c(C)noc2C)c1	-1.5	-4	8	-3	-4.6	0	5	-1	-1
CCOC(=O)N1CCN(c2c(N3CCc4ccccc43)c(=O)c2=O)CC1	-2.5	8	-3	0	-3.9	-20	0	2	-6
Cc1c(NC(=O)c2cnc(Cl)c(Cl)c2)c(=O)n(-c2ccccc2)n1C	-1.2	-7	-1	2	0.4	-6	1	13	4
COc1ccc(CN2CC(C(=O)NCCc3ccccc3)CC2=O)cc1 (stereo not given)	-3.6	2	2	8	1.1	-9	11	-2	4
O=C(NNC(=S)NCc1ccccc1)c1ccc(Br)o1	-5.0	8	-2	5	-3.9	-4	-17	0	8
O=C(CCC(=O)Nc1ccccc1)NCCO	-1.2	-11	-1	1	-4.4	1	-3	7	0
CC(Nc1ccccc1CO)C(=O)Nc1cccc(Cl)c1Cl (stereo not given)	-2.8	-6	4	3	-1.5	-15	12	6	8
OC(c1cccc(OCc2ccccc2)c1)c1nnc(-c2ccccc2)o1 (stereo not given)	-1.4	4	-1	4	-2.9	-14	-24	-4	-7
CCCCCCCCS(=O)C1CS(=O)(=O)CC1O (stereo not given)	-1.6	-1	6	1	-3.2	-2	19	4	-5
O=C(CC(c1ccccc1)c1ccccc1)Nc1ncn[nH]1	-6.7	11	11	-3	-7.9	-4	2	0	-3
CC(=O)Nc1cccc(-c2nnc3n2CC(C)S3)c1 (stereo not given)	0.8	-6	-2	-2	-2.2	-9	23	-1	-4
CCn1cc(C(=O)N2CCCC2)c(=O)c2cc(S(=O)(=O)N3CCOCC3)ccc21	-6.2	4	1	4	-3.8	-8	-5	0	-8
COc1cccc(N(C(=O)Cn2nnc(-c3ccc(Cl)cc3)n2)C(C(=O)NCC2CCCO2)c2ccc(C)cc2)c1 (stereo not given)	-5.5	3	3	-3	-3.0	11	12	0	-10
COc1cc2c(=O)n(Cc3ccccc3)c(=O)n(CC(=O)NCc3ccco3)c2cc1OC	-2.1	5	0	.	-3.2	-4	-8	15	-4
CN(C)CCNc1ncnc2c1sc1nc(N3CCCC3)c3c(c12)CC(C)(C)OC3	4.3	1	-8	-3	-1.6	7	29	-51	1
O=C(COC(=O)CCc1ccccc1)Nc1ncc(Cl)cc1Cl	-1.0	-4	6	11	-3.6	-13	1	1	2
Cc1onc(-c2c(F)cccc2Cl)c1C(=O)NCCCN1CCOCC1	-4.6	-6	4	1	-2.5	4	6	-2	-9
CCOc1ccc(C(=O)Nc2cccc(-c3nc4ccccc4[nH]3)c2C)cc1[N+](=O)[O-]	-1.7	3	3	-3	-1.2	-1	-14	-10	-3
CCCCN(C)C(=O)C(Cc1ccccc1)NS(=O)(=O)c1ccc2c(c1)c(=O)n(C)c(=O)n2C (stereo not given)	-0.5	1	1	-1	-4.1	-15	-3	0	0
CCc1c(C)sc(NC(=O)Cc2ccccc2C)c1C(=O)N1CCOCC1	-1.9	9	4	-5	1.2	-27	-2	11	4
Nc1c2c(nc3ccccc13)CCC2	-0.8	-10	7	9	-3.0	3	-6	0	9
Cc1sc2ncn(CC(=O)NCCCC(=O)N3CCN(c4ccccn4)CC3)c(=O)c2c1C	2.7	1	-1	10	0.8	-28	20	-9	-7
CC(C)(C)OC(=O)N[C@@H](COCc1ccccc1)C(=O)N[C@@H](CO)[C@H](O)[C@@H]1C[C@@H]1C(=O)NC1CC1	1.0	0	4	0	-0.5	-34	-3	-1	3
CCOC(=O)CC(=O)CSc1ncnc2c1oc1ccccc12	-1.8	-1	-4	4	-6.7	-8	9	14	-10
CCOC(=O)c1nnsc1NC(C)=O	-0.3	4	1	1	0.7	-1	13	2	-7
COc1ccc(NC(=O)c2sc3nc(C)nc(N4CCOCC4)c3c2C)c(OC)c1	-3.5	-4	-3	-3	-3.6	-2	48	9	-15
CCC(C)(C)NC(=O)C(c1ccc(OC)cc1)N(C(=O)CCC(=O)Nc1cc(C)on1)C1CC1 (stereo not given)	-0.2	-9	5	6	-1.1	-38	-21	16	6
CCCSc1nnc(NC(=O)CSc2sc3c(O)cc(=O)[nH]c3c2C#N)s1	-1.8	26	-1	1	-4.0	-9	24	32	-12
CCCN(CC(=O)Nc1ccccc1C)C(=O)/C=C/c1cccs1	-1.2	2	-3	-3	-3.1	-17	-6	-1	4
Cn1c(CN2CCN(C(=O)c3ccco3)CC2)nc2cc([N+](=O)[O-])ccc21	-2.4	0	1	3	-2.4	-10	14	5	12
COc1cc(NC(=O)c2ccc(Cl)cc2)c(OC)cc1Cl	-6.1	3	2	-1	-4.9	-10	-9	5	10
Clc1ccc(-n2cccc2)cn1	-1.5	14	2	-4	-3.1	-4	22	15	-11
Cc1cc(C(=O)N/N=C/c2c(CO)cnc(C)c2O)c2ccccc2n1	-1.4	20	4	1	0.9	-8	7	6	-4
CC(C)c1cc(C(=O)Nc2sc3c(c2C#N)CCC3)no1	-3.0	-13	-2	2	-0.6	1	-34	7	2
CN1CCN(c2nc(-c3ccccc3)c3cc(Cl)ccc3n2)CC1	3.7	0	1	-1	-3.7	14	17	-54	-18
CCN(C(N)=S)c1ccccc1	-4.0	5	6	7	-2.6	-4	-1	-4	-2
